A350 autofl = A350 region autofluorescence; Compound autofluorescence, 340/450 nm, Alexa 350 dye-equivalents; hits give high values; max dye-equivalent concentration, M; 59,000 compounds, 11% hits; in the data active means max dye-equivalent concentration above about 10 nM; inconclusive means mostly about 1.1 nM to 9.6 nM
Epigenetic mod = epigenetic modulators derepressing GFP locus in mouse cells. mouse C127i GFP locus derepression, cytometry, 30 h. Potency, µM (doses to about 46.1 µM), for inactives: at the top dose GFP derepression (activation). 68,000 compounds, 0.09% hits; further: % of control where 0% means no effect
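Read-out is the number of GFP-positive cells, scored as fluorescent objects 20 to 120 um wide, reflecting derepression of a silenced CMV-GFP reporter in murine C127i cells after 30 h compound exposure at 37 C.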
Hsp90 Hop PPI = changes Hsp90-Hop TPR2A binding signal, up or down. AlphaScreen TPR2A-His6 binding biotin-Hsp90 C-terminal peptide. Potency, µM (series often up to 57 µM), for inactives: at the top dose activity change, negative = inhibition. 71,000 compounds, 0.44% hits; active means well fitted curve in either direction with a large enough effect; inconclusive means small, poorly fitted or top-dose-only effect, or another doubt; further: potency means the concentration at half of the fitted maximal effect; on the % scale 0 is the no-effect control and ±100 the full control effect; many of its hits are not listed in these tables
UbGFP stabilizer = inhibits proteasome, raising ubiquitin-GFP reporter fluorescence. Ubiquitin-GFP reporter cells, proteasome inhibition, GFP fluorescence; response scale: untreated = 0%, 10 µM MG-132 = 100%. Potency, µM (titrated, usually from 45.9 µM), for inactives: at the highest dose activation (GFP accumulation), most hits filed as activators. 67,000 tested, under 10 active. AID 526; active means well fitted activation curve with a large enough effect, not every such curve was filed as active; inconclusive means small, poorly fitted or top-dose-only effect, or another doubt; inactive means no such curve, though single readings can be large or run the other way; further: potency means the concentration at half of the fitted maximal effect
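Reporter cells (U2OS, ubiquitin-G76V-GFP fusion) are plated overnight, then treated 4 hr at 37 °C with compound titrations from 46 uM down to 2.9 nM. Activity is scaled against untreated cells and 10 uM MG-132.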
BRCT inh red = BRCT-phosphoprotein interaction inhibition (red fluorophore). BRCT-phosphopeptide binding, red fluorescence polarization. 75,000 compounds, 0.03% hits. Potency, µM (top dose mostly 76.9 µM), for the others: at the top dose activity change, negative = inhibition, usual class: inhibitors. AID 892; further: on the % scale 0 is the no-effect control and ±100 the full control effect
Target sequence (P38398 whole entry, looked up): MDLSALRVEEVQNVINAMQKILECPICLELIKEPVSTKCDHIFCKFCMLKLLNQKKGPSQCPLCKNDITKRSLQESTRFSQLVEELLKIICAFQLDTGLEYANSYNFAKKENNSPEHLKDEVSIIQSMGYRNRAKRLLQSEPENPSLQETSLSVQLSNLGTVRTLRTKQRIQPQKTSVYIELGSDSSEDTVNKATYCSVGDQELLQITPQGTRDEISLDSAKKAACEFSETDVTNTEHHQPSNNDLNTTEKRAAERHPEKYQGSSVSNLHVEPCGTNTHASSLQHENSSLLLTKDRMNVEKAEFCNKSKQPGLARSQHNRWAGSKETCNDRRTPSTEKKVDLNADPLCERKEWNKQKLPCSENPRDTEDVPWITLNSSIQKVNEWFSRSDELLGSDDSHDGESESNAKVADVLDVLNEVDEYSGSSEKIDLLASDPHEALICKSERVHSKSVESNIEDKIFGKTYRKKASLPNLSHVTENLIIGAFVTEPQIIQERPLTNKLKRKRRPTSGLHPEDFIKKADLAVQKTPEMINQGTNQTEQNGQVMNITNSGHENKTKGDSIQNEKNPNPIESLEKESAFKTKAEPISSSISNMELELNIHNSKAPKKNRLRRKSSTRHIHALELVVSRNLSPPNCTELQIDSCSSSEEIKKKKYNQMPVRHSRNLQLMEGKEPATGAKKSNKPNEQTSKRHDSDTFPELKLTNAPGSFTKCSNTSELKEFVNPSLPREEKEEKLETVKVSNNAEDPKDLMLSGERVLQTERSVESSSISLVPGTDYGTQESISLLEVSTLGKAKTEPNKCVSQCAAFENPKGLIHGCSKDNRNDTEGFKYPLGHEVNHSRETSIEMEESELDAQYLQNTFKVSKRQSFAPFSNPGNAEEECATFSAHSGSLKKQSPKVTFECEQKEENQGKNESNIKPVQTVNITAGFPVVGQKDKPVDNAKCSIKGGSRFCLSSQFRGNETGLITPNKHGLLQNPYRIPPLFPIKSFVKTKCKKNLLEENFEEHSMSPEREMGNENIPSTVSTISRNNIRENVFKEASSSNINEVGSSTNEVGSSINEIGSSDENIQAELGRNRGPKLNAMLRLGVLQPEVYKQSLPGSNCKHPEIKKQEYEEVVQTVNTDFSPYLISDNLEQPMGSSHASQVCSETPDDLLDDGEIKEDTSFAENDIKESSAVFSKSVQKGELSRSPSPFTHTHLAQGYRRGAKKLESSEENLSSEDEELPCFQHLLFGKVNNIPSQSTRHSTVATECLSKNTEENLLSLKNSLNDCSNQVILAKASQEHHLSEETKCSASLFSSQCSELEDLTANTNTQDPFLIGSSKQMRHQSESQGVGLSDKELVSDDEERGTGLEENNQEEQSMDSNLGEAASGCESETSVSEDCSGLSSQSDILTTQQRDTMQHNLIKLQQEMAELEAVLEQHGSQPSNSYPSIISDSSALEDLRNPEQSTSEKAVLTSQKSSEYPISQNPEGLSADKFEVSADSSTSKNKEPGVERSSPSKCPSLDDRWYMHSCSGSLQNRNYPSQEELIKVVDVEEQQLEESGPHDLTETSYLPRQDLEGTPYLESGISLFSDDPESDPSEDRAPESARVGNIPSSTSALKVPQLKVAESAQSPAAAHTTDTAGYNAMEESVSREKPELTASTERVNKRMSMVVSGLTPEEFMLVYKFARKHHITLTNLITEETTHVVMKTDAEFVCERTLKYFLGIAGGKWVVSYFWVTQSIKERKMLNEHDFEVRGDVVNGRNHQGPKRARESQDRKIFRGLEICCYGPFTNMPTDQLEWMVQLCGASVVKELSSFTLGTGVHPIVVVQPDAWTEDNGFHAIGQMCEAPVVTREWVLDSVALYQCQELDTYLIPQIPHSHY
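Rhodamine-labelled pBACH1 10-mer (100 nM) bound to BRCT domain (100 nM) at pH 7.3; compounds incubated 12 min room temperature, polarization read. Free peptide defines full inhibition; unlabelled decapeptide titrated as control.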
BRCT PPI green = inhibitors of human BRCA1 BRCT-phosphoprotein interaction (green fluorophore); BRCA1 BRCT-phosphopeptide binding, green fluorescence polarization; Potency, µM (series often up to 76.9 µM), for the others: at the highest dose activity change, negative = inhibition, most hits filed as inhibitors; AID 875; P38398; 75,000 compounds, 0.05% hits;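 further: potency means the concentration at half of the fitted maximal effect; plate controls were peptide without protein for full effect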
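Fluorescence polarization: His-tagged BRCT (~35 kDa BRCA1 C-terminus, 250 nM) bound to 100 nM fluorescein-labeled phosphorylated 10-aa BACH1 peptide, pH 7.3 phosphate buffer with DTT and Tween 20. Compounds incubated 12 min at room temperature; inhibition read as lowered polarization.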
15-hLO inh = 15-hLO (ALOX15) enzyme inhibition | 74,000 compounds, 1.4% hits | Potency, µM (top dose mostly 57.1 µM), for inactives: top-dose activity change, negative = inhibition, hits mostly inhibitors | P16050 | purified 15hLO-1, xylenol orange hydroperoxide absorbance; further: potency means the concentration at half of the fitted maximal effect; on the % scale 0 is the no-effect control and ±100 the full control effect; nearly all actives have a fitted effect of over 55% in size
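Readout: Fe(III)-xylenol orange absorbance, 573-to-405 nm ratio as reaction progress. Enzyme 40 nM purified human 15hLO-1, substrate 50 uM arachidonic acid, 6 min RT after 15 min compound preincubation; Hepes pH 7.5 buffer with Triton X-100.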
DNA Pol III inh = blocks replication by bacterial DNA polymerase III holoenzyme | reconstituted DNA polymerase III holoenzyme replication, biochemical | Potency, µM (series often up to 57.1 µM), without a hit: at the highest dose activity change, negative = inhibition | 71,000 compounds, 0.25% hits; further: potency means the concentration at half of the fitted maximal effect; on the % scale 0 is the no-effect control and ±100 the full control effect
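Reconstituted *E. coli* holoenzyme (0.35 nM Pol III, 1 nM beta, 154 nM SSB, 2 nM primase) was preincubated with compound for 15 min at RT. Synthesis on 1.4 nM ssM13Gori ran 35 min, then was stopped with PicoGreen/EDTA and read as dsDNA fluorescence.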
HBB splicing = hemoglobin beta splicing modulation | HBB splicing reporter cell assay, activation; EGFP reporter with mutant IVS2-654 intron; response scale: normalised to 500 nM splice-correcting PNA | 65,000 compounds, 0.06% hits | Potency, µM (series often up to 46.1 µM), for inactives: at the highest dose activation, most hits filed as activators; further: potency means the concentration at half of the fitted maximal effect; 0% is about no effect
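HeLa cells stably expressing EGFP interrupted by mutant beta-globin intron 2 (IVS2-654), 500/well in 2% FCS. Treated with compound for 2 days at 37C. Splicing correction scored as total well GFP intensity (488 nm excitation, 500-520 nm emission); 500 nM antisense PNA served as control.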
4MU fluor = compound fluoresces in the 4-MU spectral region; compound autofluorescence, 340/450 nm, 4-MU equivalents; hits give high values; max dye-equivalent concentration, M; 59,000 compounds, 11% hits; AID 589; in the data active means max dye-equivalent concentration above about 10 nM; inconclusive means mostly about 1.1 nM to 9.6 nM
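Compounds in 100 mM Tris, pH 8.0, sat 15 min at room temperature before fluorescence was read at 340 nm excitation/450 nm emission; a per-plate six-point 4-MU standard curve converted signals to dye-equivalent concentration at each compound concentration.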
CRE-bla Fsk = CRE-bla signaling modulation under forskolin stimulation; 71,000 compounds, 2.5% hits; AID 662; CHO CRE-bla reporter (cAMP response element driving beta-lactamase), forskolin EC10, beta-lactamase ratio; Potency, µM (top dose mostly 38.2 µM), inactives show at the top dose activity change, negative = inhibition, hits mostly activators; active means well fitted activation curve with a large enough effect in the signal ratio, with a control signal flat, not every such curve was filed as active; inconclusive means small, poorly fitted or top-dose-only effect, or effect the other way, or a change in a side signal; the % refers to the signal ratio; further: potency means the concentration at half of the fitted maximal effect; % of control where 0% means no effect
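CHO CRE-bla cells, overnight plating in Opti-MEM with 0.5% dialyzed FBS; cpd titration + EC10 NKH 477, 3 h 37 °C; CCF4 2 h RT; ex 405/em 460 vs 530 ratio → %Activity, AC50.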
Starred values were filed as active, the others as inactive; i = inactive; ? = inconclusive; . = not tested or not shown; ! = a repeat was not active; [ ] = remark or other dose. Unless noted, the call rests on the fitted dose curve; in most records, active means well fitted curve in the direction sought with a large enough effect; inconclusive means small, poorly fitted or top-dose-only effect, or another doubt; inactive means no such curve, though single readings can be large; an effect the other way counts as inactive or inconclusive.

SMILES	A350 autofl	Epigenetic mod	Hsp90 Hop PPI	UbGFP stabilizer	BRCT inh red	BRCT PPI green	15-hLO inh	DNA Pol III inh	HBB splicing	4MU fluor	CRE-bla Fsk
CC(=O)Nc1nc(-c2ccc(Cl)cc2)nc(C)c1C(C)=O	.	1.5%	-9.1%[11 µM]	14.5%[9.17 µM]	-1.4%	-2.2%	-1.0%[11.4 µM]	-3.6%[11.4 µM]	-1.7%[0.0738 µM]	.	?
Nc1cc(C(=O)OCC(=O)N2CCCC2)ccc1Cl	1.09e-08M*	-1.0%	-2.7%	-2.6%	-1.6%	-2.4%	11.4%	2.7%	0.2%	?	4.9%
CS(=O)(=O)c1ccc(C(=O)NC2CCOC2=O)cc1 (configuration not stated)	i	5.4%	-5.6%	-3.5%	0.7%	-0.3%	13.5%	-0.6%	-1.4%	i	-10.0%
CC(=O)c1c(C)[nH]c(C(=O)NCCc2cccc(C)c2)c1C	i	10.3%	4.2%	-6.8%	0.9%	0.3%	0.7%	-4.1%	-3.3%	i	?
O=C(CC1CCS(=O)(=O)C1)NC1CCCCC1 (configuration not stated)	i	4.0%	-2.6%	-6.5%	0.0%	-1.1%	6.4%	-3.3%	0.9%	i	-1.1%
O=C(CCN(CCO)Cc1ccccc1)Nc1ccc(Br)cc1	i	-2.2%	-2.1%	-2.4%	0.7%	-1.1%	-1.6%	4.6%	-3.3%[57.5 µM]	i	-15.6%
CCOc1ccccc1NC(=O)Cn1nnc(C(=O)Nc2ccccc2Cl)c1N	i	-2.8%	1.1%	-6.5%	0.9%	1.3%	-4.9%	-4.9%	-1.8%	i	?
C[C@@H](C(=O)NCc1ccc(C(F)(F)F)nc1)[C@H]1C[C@]1(C)[C@H](NC(=O)OCc1ccccc1)c1ccccc1	.	.	-3.7%	.	-0.2%	-1.8%	.	-2.2%	-0.6%	.	-14.7%
CCn1c(CNc2nc(-c3ccccc3)cs2)nnc1SCC(=O)NCc1ccco1	i	0.1%	-10.1%	-3.2%	-0.4%	-0.9%	-8.8%	0.3%	6.4%	i	-25.0%
COc1ccc(NC(=O)C2CCCN(S(=O)(=O)c3ccc(C)cc3)C2)cc1OC (configuration not stated)	i	0.0%	-1.3%	-5.5%	0.1%	-1.2%	-6.0%	-1.8%	2.8%	i	3.8%
COc1ccc(C2CC3(CC(C)(C)NC(=O)N3)Oc3cc(O)ccc32)cc1 (configuration not stated)	i	0.0%	-3.7%	-3.9%	-1.5%	4.5%	5.0%	2.8%	.	i	-9.4%
O=C(O)CSc1nnc(-c2ccccc2)o1	i	0.2%	1.2%	0.0%	0.3%	-1.1%	5.1%	-1.1%	0.5%[57.5 µM]	i	-4.5%
O=c1c(-c2cccs2)nc2cncnc2n1C1CC1	8e-08M*	-2.7%[9.22 µM]	-1.5%	8.9%	-0.3%	-1.4%	2.4%	-10.1%	0.1%	6.64e-08M*	?
CN1C(=O)c2ccc(NC(=O)c3c(F)c(F)c(F)c(F)c3F)cc2C1=O	1.07e-07M*	0.4%	-1.7%	-1.6%	-0.4%	-2.1%	2.7%	-7.8%	-1.0%	9.84e-08M*	-1.6%
Cc1c2cc[n+](CCN3CCCCC3)cc2c(C)c2c1[nH]c1ccc(O)cc12	3.97e-08M*	2.3%[9.22 µM]	-10.8%[11 µM]	-11.3%[9.17 µM]	0.2%[15.4 µM]	-5.0%[15.4 µM]	26.5%[11.4 µM]	2.51µM*	2.4%[9.22 µM]	3.5e-08M*	-4.4%[7.6 µM]
CSc1nc2ccccc2n1C(=O)NC1CCCCC1	i	-2.1%	-1.9%	.	1.4%	-0.7%	4.5%	-3.8%	1.2%[0.369 µM]	i	-7.6%
O=C(O)C1C(c2ccccc2)C(C(=O)N2CCOCC2)C1c1ccccc1 (configuration not stated)	i	0.0%	0.9%	-7.5%	-3.2%	-1.8%	10.9%	-0.2%	.	i	-4.2%
CCCN(C(=O)CSc1nnc(-c2ccoc2C)n1N)C1CCS(=O)(=O)C1 (configuration not stated)	i	0.0%	-0.9%	-4.0%	-1.4%	-1.6%	7.9%	13.3%	0.6%	i	?
CN(C)CC/C=C1\c2ccccc2COc2ccccc21	?	-0.5%	-1.4%	-1.3%	-2.3%	0.6%	14.3%[25.6 µM]	-3.1%	0.7%[20.6 µM]	i	-20.6%
COc1ccc(C(=O)SC2=NCCS2)cc1OC	.	1.5%	-3.4%[11 µM]	-6.2%[9.17 µM]	-1.7%	-0.7%	-1.3%[11.4 µM]	-6.6%[11.4 µM]	-2.0%[0.0738 µM]	.	?
CC1CCc2c(sc(N)c2C(N)=O)C1 (configuration not stated)	.	0.0%	-6.8%	-12.0%	-1.5%	-1.7%	?	1.4%	-0.1%	.	-2.5%
Cc1ccccc1-c1noc(-c2ccccc2C(=O)N2CCCC2)n1	i	0.0%	-1.2%	20.5%	0.4%	1.2%	-1.2%	-6.8%	2.2%	i	-11.8%
CCc1ccccc1NC1c2ccccc2C(=O)N1Cc1ccco1 (configuration not stated)	.	-3.4%	-3.6%	15.5%	-0.5%	-2.3%	-17.9%	-1.2%	-0.4%	.	-2.3%
O=C(O)C1CC=CCC1C(=O)NCc1ccccc1 (configuration not stated)	i	0.0%	4.0%	-1.0%	-0.9%	1.6%	-17.7%	0.3%	-0.1%	i	21.7%
COc1ccc(-c2csc(Cc3nnc(N4CCOCC4)n3-c3ccccc3)n2)cc1	i	-2.1%	-3.8%	0.0%	-1.6%	1.7%	9.4%	1.0%	-0.7%	i	?
CC(=O)c1cccc(NC(=O)C2CCN(S(=O)(=O)c3c(C)n[nH]c3C)CC2)c1	?	11.4%	-3.9%	-0.9%	1.5%	-0.7%	-10.5%	-4.4%	-2.1%	?	?
CC(C)C[C@H](N)c1nnc(S(=O)(=O)Cc2ccc(F)cc2)o1	i	0.0%	-3.8%	3.3%	-0.2%	1.3%	1.4%	-4.9%	1.3%	i	?
COc1ccccc1CNCc1cccs1	i	1.6%	-1.5%	-5.1%	1.0%	-1.8%	3.6%	-0.8%	0.2%[57.5 µM]	i	-6.7%
CN(C)CCOC(c1ccccc1)c1ccccc1	1.23e-08M*!	-1.7%[20.6 µM]	-4.7%[26 µM]	4.3%[20.5 µM]	0.4%	-5.0%[3.08 µM]	-9.2%	-11.2%[25.6 µM]	0.3%[20.6 µM]	1.03e-08M*!	-8.5%[17.1 µM]
CCOC(=O)c1c(C)[nH]c(C(=O)Cn2c(=O)oc3ccccc32)c1C	i	-1.0%	-1.5%	-0.8%	0.3%	-2.0%	-24.1%	-2.5%	-5.5%	4.22e-08M*	?
Cc1ccccc1-c1nnc2s/c(=C\c3ccc(N(C)C)cc3)c(=O)n12	i	0.0%	-2.8%	-2.6%	0.4%	22.7%	10.5%	8.5%	-5.8%[0.369 µM]	i	8.2%
CC(C)CCn1nnnc1C(c1ccc(N(C)C)cc1)N1CCN(C(=O)c2ccco2)CC1 (configuration not stated)	1.48e-08M*	1.0%	-14.7%	0.0%	0.0%	-0.4%	-11.7%	-3.9%	.	1.36e-08M*	-2.0%
O=C(CSc1ncn(-c2ccccc2)n1)Nc1ccc2c(c1)OCO2	i	0.0%	-5.1%	-7.0%	1.2%	-1.1%	-0.2%	-0.3%	-1.3%	i	1.9%
COc1ccc(C2/C(=C(/O)c3ccccc3)C(=O)C(=O)N2CCN2CCOCC2)c(OC)c1 (configuration not stated)	i	1.5%	0.1%	25.0%	-0.8%	-0.6%	-1.8%	-1.8%	-0.2%[1.84 µM]	i	?
O=C1CC(N2CCOCC2)C(=O)N1Cc1ccc(N2CCCC2=O)cc1 (configuration not stated)	?	-4.1%	1.6%	4.3%	1.6%	-1.6%	4.6%	-4.6%	1.2%[57.5 µM]	i	0.0%
CCc1[nH]nc2c1C(c1cccnc1)C(C#N)=C(N)O2 (configuration not stated)	i	2.7%	-2.4%	9.3%	-2.2%	-2.6%	-2.1%	-0.1%	-1.1%	i	?
CC(C)NC(=O)N1CCCC2(CCN(C(=O)c3cccn3C)CC2)C1	i	2.3%[9.22 µM]	-1.7%	-0.5%	-1.2%	-2.1%	?	8.1%	2.7%	i	-4.0%
COC(=O)[C@@]1(Cc2ccc(OC)cc2)[C@H]2c3cc(C(=O)N4CCCC4)n(CCc4ccc(O)c(OC)c4)c3C[C@H]2CN1C(=O)c1ccccc1	.	.	-5.8%	.	1.7%	-2.9%	.	2.0%	-0.8%	.	?

Compound activity from PubChem BioAssay.
